Assay outcomes (PubChem)
TNF death inh: inhibitors of TNF-alpha triggered necroptosis, primary screen, cell-based, Jurkat FADD-/-, single concentration | Jurkat FADD-/- TNF necroptosis rescue, ATP luminescence, 24 h; 0 = TNF only, 100 = no-TNF cells | activation (protection from cell death), % at 10 µM | actives 0.068% (n = 220,000) | AID 463075, 2010;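 active = activation, meaning protection from cell death, of at least 50% relative to plate controls; inactive = activation below 50%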;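 note: necroptosis triggered by 40 ng/mL TNF-alpha added together with compound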
TbHK1 inh: Trypanosoma brucei hexokinase 1 inhibitors, primary screen, biochemical, G6PDH-coupled NADH absorbance, MLSCN library; recombinant TbHK1, G6PDH-coupled NADH A340; inhibition, % at 10 µM; actives 0.11% (n = 220,000); AID 1430, 2008;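 active = inhibition of 50% or more in the single-dose primary screen; inactive = inhibition below 50%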
PPC-1+TRAIL kill: compounds killing PPC-1 cancer cells with TRAIL present, primary screen, TRAIL potentiator project, ATPLite luminescence, uHTS; PPC-1 cells + TRAIL, ATPLite viability luminescence; cell killing (% activity), % at 4 µM; actives 0.41% (n = 220,000);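 active = cell killing above 50% in the first pass at 4 µM, then a duplicate retest at 5 µM averaging 50% or more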;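 note: plate controls were cells with TRAIL plus DMSO for no effect and medium-only wells lacking cells for full effect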
FXIIa inh: human FXIIa protease inhibitors, primary screen, biochemical, 1536-well; Coagulation factor XII (Homo sapiens), P00748; purified FXIIa, Boc-QGR-AMC fluorogenic substrate, 2 h; inhibition, % at 5 µM; actives 0.3% (n = 220,000); in the data active = inhibition above about 40%;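 note: 0% = enzyme with no compound and 100% = blank without enzyme; many of its hits are not listed in these tables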
Target sequence (P00748 20-372 limits assumed): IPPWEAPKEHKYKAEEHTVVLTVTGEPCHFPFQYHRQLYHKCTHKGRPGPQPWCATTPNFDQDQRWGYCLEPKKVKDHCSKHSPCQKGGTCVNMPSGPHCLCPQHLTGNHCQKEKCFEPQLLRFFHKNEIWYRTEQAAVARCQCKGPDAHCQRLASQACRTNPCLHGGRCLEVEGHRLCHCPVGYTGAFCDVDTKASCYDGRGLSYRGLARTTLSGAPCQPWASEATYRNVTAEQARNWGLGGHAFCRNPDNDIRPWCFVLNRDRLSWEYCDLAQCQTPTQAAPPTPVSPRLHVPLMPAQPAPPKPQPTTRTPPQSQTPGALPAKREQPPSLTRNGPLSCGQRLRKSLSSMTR
Target sequence (P00748 373-615 limits assumed): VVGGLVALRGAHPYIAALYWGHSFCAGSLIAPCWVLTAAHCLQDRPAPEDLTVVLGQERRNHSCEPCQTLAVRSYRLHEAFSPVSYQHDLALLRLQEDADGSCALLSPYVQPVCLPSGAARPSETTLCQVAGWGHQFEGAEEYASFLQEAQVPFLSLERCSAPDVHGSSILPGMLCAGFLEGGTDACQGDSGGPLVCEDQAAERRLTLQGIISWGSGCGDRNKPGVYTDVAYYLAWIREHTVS
Wee1 stabilizer: Wee1 degradation inhibitors, primary screen, cell-based, HeLa, Wee1K328M-luciferase, luminescence; HeLa Luc-Wee1K328M stability; 100% = proteasome inhibitor MG132 effect; actives 1.2% (n = 220,000); Wee1-like protein kinase (Homo sapiens), P30291; reporter increase, % at 5 µM;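 active = activation above the mean of all tested compounds plus 3 SD, set per screening run, cut at about 8.8% in these data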;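 note: cells exposed to compound for 20 h before luminescence read; 0% = DMSO alone and 100% = MG132 at 30 µM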
EP2 antag: human EP2 receptor antagonists, primary screen, TR-FRET cAMP, C6 glioma cells; Prostaglandin E2 receptor EP2 subtype (Homo sapiens), P43116; C6 glioma cells expressing human EP2; cells stimulated with saturating PGE2; inhibition, % at 25 µM; actives 0.52% (n = 260,000); AID 1422, 2008;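 active = percent inhibition above 40 after rounding to a whole number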;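 note: rat C6 glioma host cells with rolipram phosphodiesterase inhibitor present; the protocol text gives 20 µM as final concentration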
Target sequence (P43116 whole entry, looked up): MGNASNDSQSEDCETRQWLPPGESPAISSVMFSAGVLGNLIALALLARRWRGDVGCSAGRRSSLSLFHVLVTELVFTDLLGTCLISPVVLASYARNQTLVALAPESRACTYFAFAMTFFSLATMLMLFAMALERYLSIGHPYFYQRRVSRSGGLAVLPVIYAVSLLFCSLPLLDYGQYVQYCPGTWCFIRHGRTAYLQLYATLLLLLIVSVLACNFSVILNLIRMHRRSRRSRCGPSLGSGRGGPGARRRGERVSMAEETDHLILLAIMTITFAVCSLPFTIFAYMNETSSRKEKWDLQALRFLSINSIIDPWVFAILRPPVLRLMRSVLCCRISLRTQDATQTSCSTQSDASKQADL
zVAD death inh: inhibitors of zVAD-triggered necroptosis, primary screen, L929 cells. L929 zVAD necroptosis rescue, ATP luminescence, 24 h; with zVAD 60 µM. viability rescue, % at 10 µM. actives 0.38% (n = 220,000);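 active = activation, scaled between plate controls, above about 75%, limit read from the data; inactive = activation under that limit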;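 note: 0% = zVAD with DMSO and 100% = DMSO alone without zVAD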
FXIa inh: human FXIa protease inhibitors, primary screen, biochemical, 1536-well | purified FXIa, Boc-Glu-Ala-Arg-AMC fluorogenic substrate | inhibition, % at 5 µM | Coagulation factor XI (Homo sapiens), P03951 | actives 0.14% (n = 220,000);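 active = inhibition of at least 40%; inactive = inhibition below 40%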;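 note: fluorescence of freed AMC excited at 355 nm; 0% = enzyme without compound and 100% = no enzyme blank; many of its hits are not listed in these tables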
CHOP inhibitor: inhibitors of CHOP promoter induction, primary screen, cell-based, unfolded protein response, luciferase reporter | inhibition, % at 10 µM | actives 3.8% (n = 220,000) | AID 2732, 2010 | CHO-K1 CHOP-promoter luciferase, tunicamycin-induced, 15-18 h;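 active = compounds that reduced the stress-induced luciferase reporter signal by more than about 70% of percent inhibition, limit read from the data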;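 note: 0% = tunicamycin plus vehicle and 100% = wells without tunicamycin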
The depositor's hits bear a star; / = no result given; & = joins results of further samples; [ ] = remark or other dose.

SMILES	TNF death inh	TbHK1 inh	PPC-1+TRAIL kill	FXIIa inh	Wee1 stabilizer	EP2 antag	zVAD death inh	FXIa inh	CHOP inhibitor
CCN(Cc1ccccc1)c1ccc(/C=N/N2CCOCC2)cc1	1.1	3	12	5	1	5	0.6	-4	19
Cc1ccsc1C(=O)OCC(=O)c1cc2ccccc2o1	0.8	2	40	14	-1	19	0.1	-2	67
COc1ccccc1NCC(O)Cn1c2ccccc2c2ccccc21 (stereo not given)	1.0	-9	-6	14	1	6	-0.1	3	100*
C=CCNC(=S)N/N=C(\C)c1cccc(NC(C)=O)c1	-0.1	-5	1	5	-4	10	1.3	-1	3
CCOC(=O)Nc1ccc(S(=O)(=O)NCCCN2CCOCC2)cc1	0.5	-5	9[5 µM]	-9	2	7	0.4	-3	15
O=C(CSCc1c[nH]c(=O)[nH]c1=O)OCC(=O)c1ccc(Br)cc1	0.4	3	-1	5	1	12	24	-1	0
CC1CCN(C(=O)Cn2c(=O)n(Cc3ccc4c(c3)OCO4)c(=O)c3ccccc32)CC1	-1.5	-6	41	-12	0	15	-0.6	-6	11
O=C(CN(c1ccc(F)cc1)S(=O)(=O)c1ccc2c(c1)OCCO2)NCc1cccnc1	-0.7	-9	13	5	0	14	-0.2	-9	27
O=C(O)C(Cc1ccccc1)N1Cc2ccccc2C1=O (stereo not given)	0.3	0	40	5	0	19	0.3	-24	-11
O=C(c1cccnc1)N1CCN(CCCc2ccccc2)CC1	-2.6	-2	-7	11	-2	9	0.0	-6	-4
CCc1ccc(-c2cn3c(n2)SCC3)cc1	1.8	-4	31	2	5	6	2.6	-2	-35
CCC(c1nnnn1CS(=O)(=O)c1ccc(C)cc1)N1CCN(c2nc3ccccc3s2)CC1 (stereo not given)	-14	-7	15	12	1	15	0.9	7	48
CCc1ccc2[nH]c(=O)c(CN(CCN(CC)CC)C(=O)NC3CCCCC3)cc2c1	/	/	3	15	/	15	/	7	-2
CNCC(C)COc1ccccc1OCc1ccccc1 (stereo not given)	1.5	0	40	6	-2	10	-0.7	12	-11
Cc1nccn1CCCNC(=O)CC1C(=O)NCCN1Cc1ccc(Cl)c(F)c1 (stereo not given)	0.6	-4	39	-1	1	5	-0.9	-5	-8
COC(=O)c1ccccc1Oc1c(F)c(F)nc(N2CCOCC2)c1F	-0.5	-3	-1	13	2	3	0.1	1	37
Cc1csc(NC(=O)CSc2nnc(-c3ccco3)n2C)n1	0.7	0	16	9	-1	7&7	-0.1	5	3
COc1ccc(-c2[nH]ncc2CN2CCN(c3ccc(F)cc3)CC2)cc1	-1.9	0	-5	9	4	11	0.2	3	4
C=C(C)C(=O)Nc1cccc(C2=NOC3(C2)C[C@@H](C(N)=O)N(C(=O)C(=C)C)C3)c1 (stereo not given in full)	-0.6	-5	4	11	/	-1	-0.3	2	-2
COC(=O)c1ccc(NC(=O)C2CC(=O)N(c3ccc(C)cc3)C2)cc1 (stereo not given)	-0.2	2	14	10	-2	8	-0.1	6	-3
Cc1sc2ncnc(N(C)Cc3cccs3)c2c1C	-1.2	-1	8	24	0	14	-1.2	18	30
CC(C)NCC(O)COc1ccc2c(c1)CCC2 (stereo not given)	2.1	0	12	14	1	1	1.3	8	19
Cc1ccc(-c2csc(NC(=O)CSc3ncn(-c4ccccc4)n3)n2)cc1	1.8	-1	-1	-3	1	10	0.4	-7	8
O=C1c2cccc3cccc(c23)C(=O)N1Cc1cccnc1	-1.0	-36	5	8	-3	6	0.4	4	-4
CCc1c(C)sc(NC(=O)c2cccs2)c1C#N	0.0	-6	12	15	4	7	1.9	12	-11
N#Cc1c(N2CCOCC2)nc(N2CCCCC2)c2c1CCN(C1CCCCC1)C2	1.7	-27	1	19	-1	9	-0.1	-8	69
Cn1nnnc1SCC(=O)N1CCN(C(c2ccccc2)c2ccccc2)CC1	-2.7	0	-9	2	0	4	-0.9	-1	58
CCc1c(C)sc(NC(=O)OC)c1C(=O)N1CCCCC1	-1.1	0	26	0	-2	/	0.1	1	-45
COC(=O)N/N=C/c1ccc(OS(=O)(=O)c2ccc(C)cc2)c(OC)c1	1.9	-13	11	2	3	4	16	-4	17
Cc1nc(N2CCN(S(=O)(=O)c3ccccc3)CC2)c2cc(-c3ccccc3)sc2n1	-1.1	-37	18	11	1	25	-0.5	2	-43
O=S(=O)(c1ccc2c(c1)C(=NO)c1cc(S(=O)(=O)N3CCCCC3)ccc1-2)N1CCCCC1	-23	-9	95*	12	0	3	0.3	10	/
Cn1c(=O)[nH]c(=O)c2c1nc(CN1CCN(Cc3ccccc3)CC1)n2CC(N)=O	2.4	-1	14	2	4	8	0.1	-2	20
COc1cc(C(=O)Nc2nc(N)n(-c3ccccc3)n2)cc(OC)c1OC	-2.2	3	35	17	-2	14	0.4	1	0
Cc1ccn2c(CNCC3OCCc4ccccc43)c(C(=O)N3CCCCCC3)nc2c1 (stereo not given)	0.3	-3	-6	11	2	4	-1.9	1	19
COc1ccc(N(CC(=O)N2CCC(Cc3ccccc3)CC2)S(C)(=O)=O)cc1	0.9	-5	10	6	-4	2	0.9	-2	3
Cc1c(NC(=O)/C(C#N)=C/c2cccs2)c(=O)n(-c2ccccc2)n1C	1.3	-9	1	-4	1	5	0.0	-6	20
COCCOC(=O)CC1=NC(=O)CS1	-2.3	5	7	8	-1	8	-0.2	7	5
CCN1CCN(Cc2c(C)[nH]c3ccc(C(=O)OC)cc3c2=O)CC1	-2.6	-22	-12	22	5	3	-0.9	4	-6
COc1ccc(NC(=O)CN(c2ccc(C(C)C)cc2)S(=O)(=O)c2c(C)noc2C)cc1OC	-0.9	0	18	13	2	14	1.2	2	71*
Nc1cc(S(=O)(=O)Nc2ccccc2Cl)ccc1N1CCOCC1	0.5	-3	5	11	-2	5	1.0	0	19
CCOC(=O)C1=C(C)NC(C)=C(C(=O)OCC)C1C	-1.2&-0.1	-33&-19	1&6	4&0	2&-2	9&8	-0.6	1&4	6&29
CSc1sc(C(=O)NCC2CC2)cc1S(=O)(=O)C(C)C	1.2	-6	-6	15	-1	8	0.1	2	11
CSc1ccc(/C=N/NC(=O)CN2CCN(Cc3ccc(Cl)cc3)CC2)cc1	1.5	-26	16	-1	-1	2	0.5	-11	21
Cc1c(C(=O)N2CC(C)OC(C)C2)sc2nc(-c3ccc(F)cc3)cn12 (stereo not given)	-3.4	-1	37	24	-2	/	1.7	5	26
O=C(CN1CCOCC1)Nc1nc2ccc(F)cc2s1	3.5	-9	3	7	0	14	0.8	-6	-17
COC(=O)/C(=C\Nc1ccccc1N)c1ncc(C(F)(F)F)cc1Cl	0.6	10	10	13	-2	13	1.1	3	44
Cc1ccccc1Cn1ccc(-c2ccc(Cl)cc2)c(C#N)c1=O	-1.8	-11	13	10	0	4	0.2	4	44
CCCOC(=O)c1cc2ccccc2oc1=O	1.8	-8	0	15	-2	9	0.7	0	0
CCn1c(N2CCN(CC(=O)c3c[nH]c4ccccc34)CC2)nc2c1c(=O)[nH]c(=O)n2C	-11	1	9	13	-1	/	-0.1	6	8
Cn1nc(C(C)(C)C)c(NC(=O)c2sccc2Cl)c1C(C)(C)C	-0.6	-3	-13	4	1	19	0.9	-2	3
The listing continues.
SMILES	TNF death inh	TbHK1 inh	PPC-1+TRAIL kill	FXIIa inh	Wee1 stabilizer	EP2 antag	zVAD death inh	FXIa inh	CHOP inhibitor
COCCNC(=O)CSc1nc2c(n1-c1ccccc1)CCCC2	-0.2	0	/	17	-1	13	0.0	5	24
COc1ccc(/C=N/NC(=O)Nc2nonc2N)cc1	0.1	-2	15	9	-1	11	-0.8	4	32
Cc1cc(/C=N/O)c(C)n1-c1ccc(Br)cc1	-1.0	-5	13	5	-1	4	-0.1	6	20
CCCc1nn(C)c(C(=O)Nc2ccccc2)c1Cl	0.9	-12	10	13	5	16	0.5	5	3
CC1CCN(Cc2nc3c(c(=O)n(C)c(=O)n3C)n2Cc2c(F)cccc2Cl)CC1	-1.1	-4	/	/	-3	/	-0.1	/	/
COCCNC(=O)c1ccc(CN2CCOCC2)cc1	-1.2	3	25	8	2	6	-0.5	-5	-5
O=C(CCCSc1nc2ccccc2c(=O)[nH]1)c1ccccc1	0.2	-2	3	4	-3	3	1.0	-2	51
CC(=O)Nc1ccc(N2CCc3c(C)c(C#N)c4nc5ccccc5n4c32)cc1	0.2	-6	11	8	0	5	0.8	2	30
O=C(NCc1ccccc1)Nc1cc(Cl)ccc1Cl	7.5	-10	1	14	-1	11	0.5	4	5
CCN(CC)C(=O)CN1CCN(c2ncccn2)CC1	-1.1	1	23	10	-3	/	0.1	4	11
Cc1ccc2nc(-c3ccc(NC(=O)CN4CCN(c5ccccn5)CC4)cc3)sc2c1	3.1	-30	3	5	8	9	0.4	-2	24
c1ccc(-c2cn(-c3ccccc3)c3[n+]2CCS3)cc1	-5.1	9	14	12	-3	6	-0.7	5	16
Cc1ccc(NCC(=O)N/N=C/c2cc3ccccc3nc2Cl)cc1	-6.8	-16	17	6	-2	/	0.2	-1	22
CCOc1cccc(C(=O)Nc2nccs2)c1	6.0	-3	17	13	0	13	2.3	4	3
CN1C(=O)C(c2nnc(Nc3cccc4ccccc34)s2)C2CC1(C)Oc1ccccc12 (stereo not given)	2.8	18	31	10	-3	8	1.4	3	57
CC/C(=C(\c1ccc(O)cc1)c1ccc(OCCN(C)C)cc1)c1ccccc1	/	/	21	/	1	13	/	/	-12
S=c1[nH]nc(-c2ccco2)n1/N=C/c1ccccc1Cl	0.8	-2	-13	4	-1	9	1.1	-4	-13
O=C(Nc1ccccc1C(=O)OCn1nnc2ccccc2c1=O)c1ccco1	1.8	-3	-24	0	4	3	1.1	-4	22
Cc1ccc(-n2nc(C)c3c2OC(N)=C(C#N)C3c2ccc(F)cc2)cc1 (stereo not given)	-8.4	-6	27	21	-1	6	0.1	10	83*
CN(C)S(=O)(=O)N1CCN(c2ccccc2)CC1	-1.7	-9	5	13	6	3	-0.3	3	-7
COc1ccccc1-c1cn[nH]c1-c1ccc(OCc2ccc(F)cc2)cc1O	-0.7	14	-2	5	-2	7	1.6	1	12
CCCNC(=O)COC(=O)c1ccc(S(=O)(=O)N2CCCC2)cc1	-0.3	8	14	7	-2	4	2.0	-1	-15
Cc1ccc(NC(=O)CSc2ncc(-c3ccccc3)n2C(=O)c2ccccc2)cc1	-1.8	-2	19	16	2	8	-0.2	-9	52
CC1CC(=O)Nc2ccccc2N1C(=O)CN1CCN(c2ccccc2)CC1 (stereo not given)	0.2	1	-10	3	-3	4	0.3	0	80*
CSc1ccccc1-c1nnc(-c2ccc(Cl)cc2Cl)o1	-2.8	-1	24	15	2	/	0.1	7	4

An excerpt; the hit share may differ from the screen's.
